OXTR potentiator = human OXTR potentiation. P30559. CHO-OTR cells, Fluo-8 calcium fluorescence, potentiator mode; 0% = oxytocin EC15, 100% = EC100. activation, % at 3 µM. 0.061% of 320,000 active;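 active means activation above that plate's cutoff, the mean activation of tested compounds plus 3 SD, cut at about 6.6% in these data, passing the limit was not always enough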;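 further: 100% uses oxytocin at 75 nM as the full agonist control; some results filed as inactive read as strong as hits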
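Dosing: Single dose, 3.0 µM nominal final compound concentration | Material: Human OTR in CHO cells | Technique: Kinetic Fluo-8 calcium fluorescence | Benchmarks: EC15 oxytocin alone as 0%, 75 nM oxytocin as 100% | Probe or stimulus: Oxytocin at about EC15, sub-maximal agonist stimulus | Incubation: Compound 6 min at room temperature before oxytocin, 100 s read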
V1R ag counter = activates human V1a receptor in oxytocin agonist counter-screen; activation, % at 3 µM; CHO-V1R cells, Fluo-8 calcium fluorescence, agonist mode; 0% DMSO, 100% 3 nM vasopressin; P37288; 0.25% of 320,000 active;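 active means activation above the mean activation of all tested compounds plus 3 SD, per screening run, cut at about 20% in these data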;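 further: signal is peak over basal fluorescence ratio across a 100 second FLIPR read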
Target sequence (P37288 whole entry, looked up): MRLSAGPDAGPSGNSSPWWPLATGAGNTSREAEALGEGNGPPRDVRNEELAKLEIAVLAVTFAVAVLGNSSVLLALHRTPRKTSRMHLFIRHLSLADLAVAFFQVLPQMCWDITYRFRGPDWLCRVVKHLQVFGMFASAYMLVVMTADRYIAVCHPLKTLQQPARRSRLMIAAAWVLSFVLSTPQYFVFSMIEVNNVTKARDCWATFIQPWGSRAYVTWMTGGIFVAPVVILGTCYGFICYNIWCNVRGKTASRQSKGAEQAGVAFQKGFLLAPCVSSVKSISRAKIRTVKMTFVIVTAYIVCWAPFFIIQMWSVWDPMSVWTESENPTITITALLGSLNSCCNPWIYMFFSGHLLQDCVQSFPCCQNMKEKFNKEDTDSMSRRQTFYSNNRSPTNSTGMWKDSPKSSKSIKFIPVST
TAAR1 ag = agonists of human TAAR1; CHO RD-HGA16 TAAR1, Fluo-8 calcium fluorescence; vehicle wells 0%, saturating PEA agonist 100%; activation, % at 3 µM; 0.99% of 360,000 active;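 active means activation above the mean activation of all test compounds in the run plus 3 SD, cut at about 38% in these data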
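Signal – calcium-sensitive Fluo-8 signal, excitation 470-495, emission 515-575 nm · System – RD-HGA16 (CHO) cells co-expressing Gα16 and hTAAR1 · Incubation – 17-24 h seeding, 75 min 37 °C dye, 30 min RT · Compound dosing – 3 µM single concentration · Repeats – no replicates (n 1)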
M1 ag parental = M1 agonist counterscreen hit in parental CHO-K1 cells; Fluo-8 calcium fluorescence; scaled to maximal ATP response, vehicle zero; activation, % at 3 µM; 0.48% of 360,000 active; AID 602248; in the data active means activation above about 15%;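 further: untransfected CHO-K1 host cells lacking M1 receptor as counterscreen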
TAAR1 antagonist = antagonists of human TAAR1 | AID 624466 | 1.5% of 360,000 active | CHO RD-HGA16 TAAR1, Fluo-8 calcium fluorescence, antagonist | inhibition, % at 3 µM | Q96RJ0;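 active means inhibition above a per-plate cutoff, the mean inhibition of test compounds on that plate plus 3 SD, cut at about 49% in these data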;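 further: 0% = DMSO plus EC80 beta-PEA response and 100% = DMSO alone without agonist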
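Material: CHO RD-HGA16 cells bearing hTAAR1; compound dosing: one-point dosing, 3 µM nominal final; schedule: dye loading 75 min at 37 °C, then 30 min room temperature; measured by: calcium fluorescence with Fluo-8; control set: vehicle and agonist controls; replication: n of 1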
CHO parental Ca = signal in parental CHO cells, OX1R antagonist counter-screen; parental CHO-K1, ATP-induced calcium, Fluo-8 fluorescence; inhibition, % at 5.6 µM; 0.63% of 330,000 active; AID 463079;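 active means inhibition above that plate's mean sample inhibition plus 3 SD, cut at about 26% in these data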;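 further: 0% = ATP-challenged DMSO wells and 100% = DMSO wells without ATP; some compounds past the cut are filed as inactive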
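Test system: parental CHO cells; detection: calcium-sensitive Fluo-8 fluorescence; evaluation: percent inhibition of calcium signal; also added: ATP as calcium-mobilizing challenge; repeats: one well per compound; control set: ATP-challenged DMSO wells low, unchallenged DMSO wells high; compound: single nominal dose of 5.6 µM per compound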
CHO-K1 Ca antag = nonselective inhibitor or artifact in parental CHO-K1 cells. 0.6% of 360,000 active. AID 602250. inhibition, % at 3 µM. ATP-induced calcium, Fluo-8 fluorescence;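 active means inhibition above a per-plate cutoff, the plate's mean sample inhibition plus 3 SD, cut at about 24% in these data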;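 further: 0% = DMSO plus EC80 ATP and 100% = DMSO alone without ATP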
CHRM1 agonist = activates human CHRM1 receptor | P11229 | CHO-K1 hM1, Fluo-8 calcium fluorescence, agonist mode; 0% DMSO, 100% acetylcholine EC100 | activation, % at 3 µM | 0.33% of 360,000 active;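 active means activation above the run's mean compound activation plus 3 SD, cut at about 16% in these data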;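 further: peak over basal fluorescence ratio within a 140 s kinetic read after compound addition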
Target sequence (P11229 whole entry, looked up): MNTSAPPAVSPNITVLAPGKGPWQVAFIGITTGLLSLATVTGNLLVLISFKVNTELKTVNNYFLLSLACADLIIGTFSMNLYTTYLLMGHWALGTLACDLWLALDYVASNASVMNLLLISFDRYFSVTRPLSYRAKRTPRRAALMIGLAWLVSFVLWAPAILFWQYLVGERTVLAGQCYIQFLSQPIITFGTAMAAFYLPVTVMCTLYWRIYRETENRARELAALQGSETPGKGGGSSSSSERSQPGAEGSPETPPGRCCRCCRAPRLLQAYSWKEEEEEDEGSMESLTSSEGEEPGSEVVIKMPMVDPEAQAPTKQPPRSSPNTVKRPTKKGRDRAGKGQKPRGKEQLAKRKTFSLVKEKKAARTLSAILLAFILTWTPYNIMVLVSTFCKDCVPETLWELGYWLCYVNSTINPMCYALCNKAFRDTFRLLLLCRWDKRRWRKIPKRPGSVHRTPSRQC
M1 PAM parental = counter-screen for M1 PAMs: effect in parental CHO-K1 cells | ATP EC20, Fluo-8 calcium fluorescence; 0% at ATP EC20, 100% at ATP max | activation, % at 3 µM | 0.02% of 360,000 active | AID 602247;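 active means activation above the run cutoff, the mean activation of all test compounds plus 3 SD, cut at about 40% in these data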;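 further: peak over basal fluorescence ratio in a 140 s read after ATP addition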
Starred values were filed as active, the others as inactive; · = no result given.

1	CCC(=O)Oc1ccc(C(=O)Nc2ccc3c(c2)OCO3)cc1
2	O=C(Cn1c2ccc(F)cc2c2nc3n(c(=O)c21)CCS3)N1CCCC1
3	CCCNC(=O)c1ccc(-c2nn(C)c(=O)c3ccccc23)cc1
4	CN1CCC(=NNC(=O)C(=O)NCc2ccccc2)CC1
5	COc1cc2c(cc1OC)C(NNC(=O)c1ccc(Br)o1)=NC(C)(C)C2
6	Cc1ccc(NC(=O)c2nc[nH]c2C(=O)N(C)CCO)cc1

Screen / compound no.	1	2	3	4	5	6
OXTR potentiator	-23.0	-8.3	-6.6	0.1	4.9	·
V1R ag counter	0.0	-0.5	0.3	-1.0	1.6	·
TAAR1 ag	5.5	·	1.6	4.6	-0.3	2.8
M1 ag parental	3.2	0.0	0.7	-0.9	1.4	0.6
TAAR1 antagonist	-6.1	·	-16.9	-19.6	-6.6	0.3
CHO parental Ca	-3.2	-20.2	-10.6	-21.1	-17.5	·
CHO-K1 Ca antag	-8.4	-1.5	-0.6	-18.4	0.9	12.0
CHRM1 agonist	-6.1	-1.8	-1.7	-5.8	-2.6	-2.5
M1 PAM parental	16.9	-11.1	19.3	9.8	-10.9	8.1

7	COc1ccc(CCNC(=O)CCN2C(=O)COc3ccc(C)cc32)cc1OC
8	CCS(=O)(=O)N1CCC(c2nc(-c3ccc(C(F)(F)F)cc3)no2)CC1
9	CCCCCCN1CCN(C2CN(CCc3ccccc3)S(=O)(=O)C2)CC1 (centres undefined)
10	O=C1c2c(O)cc(O)cc2O[C@H](c2ccc(O)c(O)c2)[C@H]1O
11	Cc1ccc(C(=O)OCC(=O)N2CCC(C)CC2)cc1S(=O)(=O)N1CCCCC1
12	CC1=NN(C(N)=S)C(=O)C1N=Nc1ccc([N+](=O)[O-])cc1 (centres undefined)

Screen / compound no.	7	8	9	10	11	12
OXTR potentiator	0.5	-11.5	·	5.2	-7.2	-2.3
V1R ag counter	-0.2	10.3	·	0.3	3.8	4.0
TAAR1 ag	1.8	12.4	3.1	0.7	0.5	·
M1 ag parental	1.8	5.3	1.7	0.0	5.8	2.2
TAAR1 antagonist	9.2	-0.6	2.0	-26.3	-18.0	·
CHO parental Ca	-8.1	-1.5	·	7.2	-11.6	-1.8
CHO-K1 Ca antag	-11.1	-3.5	1.1	6.9	1.4	-9.2
CHRM1 agonist	-1.1	-2.2	8.0	-1.8	-0.6	2.2
M1 PAM parental	10.4	18.3	20.4	3.5	4.2	-0.1

13	COCCN(C(=O)COC(=O)Cc1ccc(Cl)cc1)c1c(N)n(Cc2ccccc2)c(=O)[nH]c1=O
14	C=C1CCN([C@H](C(=O)NCc2ccc(Cl)c(Cl)c2)C(C)C)S(=O)(=O)c2ccccc21
15	O=C1NC2c3c(I)sc(I)c3C(=O)C2O1 (centres undefined)
16	CCC(CC)C(=O)Nc1ccc(C)c(O)c1
17	Cc1ncoc1C(=O)Nc1ncc([N+](=O)[O-])s1
18	Cc1cnc(NC(=O)CSc2nnc(Cc3ccccc3)n2C)s1

Screen / compound no.	13	14	15	16	17	18
OXTR potentiator	·	-11.5	·	2.2	-8.0	-3.9
V1R ag counter	·	0.5	·	-0.3	0.6	0.1
TAAR1 ag	0.9	1.8	0.1	5.0	2.8	13.5
M1 ag parental	0.8	1.1	1.1	0.9	0.6	1.3
TAAR1 antagonist	12.6	2.0	17.7	-9.8	-19.0	13.5
CHO parental Ca	·	-13.8	·	4.1	-3.8	-11.3
CHO-K1 Ca antag	-3.0	-16.6	0.3	-2.0	-3.4	-4.6
CHRM1 agonist	-4.0	-3.9	1.0	-3.6	-4.0	-7.0
M1 PAM parental	16.3	17.7	-10.9	8.4	-10.3	23.5

19	C=CCN=C1CC(C)(C)CC(=O)/C1=C(/O)CCC(=O)OC
20	CCOc1ccccc1C(=O)NCC(=O)N1CCC(C)CC1
21	COc1ccc(-n2cc(-c3ccccc3)[nH]c2=S)cc1
22	COc1ccccc1C1(CCNC(C)c2cccs2)CCOC(C(C)C)C1 (centres undefined)
23	Cc1ccccc1C1c2[nH]c3ccccc3c2CCN1C(=O)c1ccc(=O)n(C)n1 (centres undefined)
24	CCc1nnc(SCC(=O)Nc2ccc(F)cc2)o1

Screen / compound no.	19	20	21	22	23	24
OXTR potentiator	-14.2	-2.0	-0.3	-4.0	-18.9	-4.3
V1R ag counter	1.8	1.1	-0.3	0.6	4.1	1.1
TAAR1 ag	2.4	4.2	-1.2	2.5	22.6	1.0
M1 ag parental	0.3	0.4	0.2	0.3	2.9	1.3
TAAR1 antagonist	-15.1	-0.7	9.1	-14.1	13.2	5.2
CHO parental Ca	10.5	-12.2	-0.6	-9.0	8.1	-1.2
CHO-K1 Ca antag	-3.8	-4.4	1.4	-16.1	-3.6	-5.5
CHRM1 agonist	-1.9	-2.8	-6.6	-4.0	-6.5	-0.8
M1 PAM parental	5.7	11.1	4.8	17.4	24.9	4.9

25	CC(C)=N/N=C(/c1ccc([N+](=O)[O-])cc1)C12CN3CN(CN(C3)C1)C2
26	CCCn1c(=O)c(C(=O)NNS(=O)(=O)c2ccc(Cl)cc2)c(O)c2ccccc21
27	Cc1cccc(NC(=S)NCC(c2ccccc2)N(C)C)c1 (centres undefined)
28	Cc1ccccc1C(=O)Oc1cc(N)n(S(C)(=O)=O)n1
29	Cc1cccc(C(=O)OC2CCN(C)CC2)c1
30	CC(=O)c1ccc(NC(=O)C2CCCC2)cc1

Screen / compound no.	25	26	27	28	29	30
OXTR potentiator	2.2	3.8	-0.6	-15.1	3.8	·
V1R ag counter	0.5	-0.3	1.9	0.5	0.9	·
TAAR1 ag	2.2	-2.0	9.8	4.7	14.7	4.2
M1 ag parental	0.7	-0.1	1.2	-0.6	-0.5	0.2
TAAR1 antagonist	-5.1	9.1	4.7	11.6	-9.9	-12.6
CHO parental Ca	-0.5	5.7	-2.2	-26.2	-1.3	·
CHO-K1 Ca antag	-3.1	-9.9	-8.4	24.2*	7.8	-9.2
CHRM1 agonist	49.8*	-3.8	-5.5	-4.6	-9.2	2.4
M1 PAM parental	19.7	1.1	4.1	-14.9	-8.9	23.2

31	Cc1nc2cnccc2n1C
32	O=C(c1cccc(Br)c1)N1CCCc2ccccc21
33	CCOC1=NN(c2ccccc2)C(=O)/C1=C\N(C)C
34	COCCNC(=O)C1(C)CCCN(Cc2sc(C)nc2C)C1 (centres undefined)
35	C[C@@H]1COc2cc(N3CCSCC3)ccc2S(=O)(=O)N1
36	CN(C(=O)c1cccc(NC(=O)Cc2cccc(NC(=O)C3CCCN(C(=O)C4CCCCC4)C3)c2)c1)C1CCC1 (centres undefined)

Screen / compound no.	31	32	33	34	35	36
OXTR potentiator	-1.6	-5.5	2.1	·	·	·
V1R ag counter	8.4	-1.4	-0.5	·	·	·
TAAR1 ag	8.0	5.9	3.9	2.7	2.9	3.5
M1 ag parental	0.3	0.7	0.0	0.1	1.4	0.1
TAAR1 antagonist	0.1	-7.9	10.6	-4.0	-5.8	-31.9
CHO parental Ca	10.8	2.3	-5.3	·	·	·
CHO-K1 Ca antag	5.7	-8.1	7.5	7.8	-13.4	-9.5
CHRM1 agonist	-2.3	-5.5	-3.3	-5.9	·	-3.2
M1 PAM parental	-3.3	13.2	-4.7	-7.1	15.5	13.0

37	O=C(CCc1nnc2ccc(NCc3ccco3)nn12)N1CCN(c2ccccc2)CC1
38	O=C(Nc1ccc2c(c1)OCO2)c1cc(C2CCCN(C(=O)CCc3ccccc3)C2)on1 (centres undefined)
39	CC(=O)c1c(C)[nH]c(C(=O)NCCc2cccc(C)c2)c1C
40	O=C(/C=C/c1ccccc1)OCCN=C1NS(=O)(=O)c2ccccc21
41	O=C(NC1CCCCCC1)C(=O)NC1CCCC1
42	COc1ccccc1C(=O)Nc1ccc2ccccc2c1

Screen / compound no.	37	38	39	40	41	42
OXTR potentiator	-5.1	·	-5.6	-20.2	-5.9	-3.0
V1R ag counter	0.0	·	2.4	6.8	-0.5	-0.1
TAAR1 ag	2.0	1.5	51.7*	8.5	1.2	3.4
M1 ag parental	0.0	4.0	5.6	9.5	-0.1	0.2
TAAR1 antagonist	-22.6	-19.5	-4.5	14.7	-7.5	-3.0
CHO parental Ca	-16.9	·	-10.6	1.5	-7.5	-18.6
CHO-K1 Ca antag	-10.1	-17.9	-5.9	-14.0	2.4	-0.8
CHRM1 agonist	-3.7	-2.6	-1.0	0.1	-6.2	-3.4
M1 PAM parental	12.3	21.8	12.4	-4.8	-5.1	-15.8

A few values from the list:
Reading of cpd 41 in CHO-K1 Ca antag: 2.4
Reading of cpd 37 in CHO parental Ca: -16.9
Reading of cpd 39 in M1 PAM parental: 12.4
Reading of cpd 40 in V1R ag counter: 6.8

Some of these compounds in order of the TAAR1 antagonist value, low to high.
| No. | Compound | OXTR potentiator | TAAR1 antagonist | CHRM1 agonist |
| --- | --- | --- | --- | --- |
| 41 | O=C(NC1CCCCCC1)C(=O)NC1CCCC1 | -5.9 | -7.5 | -6.2 |
| 42 | COc1ccccc1C(=O)Nc1ccc2ccccc2c1 | -3.0 | -3.0 | -3.4 |
| 40 | O=C(/C=C/c1ccccc1)OCCN=C1NS(=O)(=O)c2ccccc21 | -20.2 | 14.7 | 0.1 |

Other compounds.
43	Cc1ccc(S(=O)(=O)N/N=C/c2ccccc2F)cc1[N+](=O)[O-]
44	Cc1cccc(NC(=O)Nc2cccnc2)c1C
45	CC(C)c1nc2ccccc2n1CC(O)COC1CCCCC1 (centres undefined)
46	Cc1ccc(N/C(C(Cl)=C(Cl)Cl)=C(/Cl)[N+](=O)[O-])c(C)c1
47	Cc1ccc(S(=O)(=O)N(C)c2ccc(N)cc2)cc1
48	CN1CCN(C(=O)c2ccc(Cn3cc(Cl)cn3)o2)CC1

Screen / compound no.	43	44	45	46	47	48
OXTR potentiator	-15.7	·	-3.0	·	-16.2	-7.3
V1R ag counter	-0.4	·	-1.0	·	0.0	1.0
TAAR1 ag	2.3	19.3	0.8	-0.8	5.4	5.0
M1 ag parental	0.5	11.6	0.2	1.0	0.5	0.4
TAAR1 antagonist	0.7	-8.4	-22.4	-10.6	-12.1	-12.5
CHO parental Ca	-14.8	·	-14.2	·	-3.4	2.5
CHO-K1 Ca antag	1.2	10.7	-10.5	-4.3	-8.3	-7.1
CHRM1 agonist	-1.2	-2.0	0.4	-8.1	-2.7	-9.7
M1 PAM parental	-5.1	-4.7	2.3	25.3	20.2	24.1

Some entries already given with just M1 PAM parental and V1R ag counter:
nr | SMILES | M1 PAM parental | V1R ag counter
46 | Cc1ccc(N/C(C(Cl)=C(Cl)Cl)=C(/Cl)[N+](=O)[O-])c(C)c1 | 25.3 | ·
47 | Cc1ccc(S(=O)(=O)N(C)c2ccc(N)cc2)cc1 | 20.2 | 0.0
48 | CN1CCN(C(=O)c2ccc(Cn3cc(Cl)cn3)o2)CC1 | 24.1 | 1.0

Compound activity (PubChem BioAssay)
